Rac1 wt GTP bind – alters GTP binding to wildtype human Rac1; P63000; GST-Rac1 beads, fluorescent GTP binding, flow cytometry; actives lie on both sides; 0 = cold GTP competed, 100 = untreated; GTP binding activity (% of control), % at 10 µM; 190,000 tested, 0.27% active; AID 757;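 active = GTP binding activity at least 20 points away from the 100% control level, either lower or higher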
Rab2 wt GTP – changes GTP binding to wildtype dog Rab2A, up or down. P61105. GST-Rab2 wt beads, Bodipy-GTP binding, flow cytometry. GTP binding activity, % at 10 µM. 190,000 tested, 0.19% active;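 active = GTP binding activity at least 20 points away from 100%, either lowered or raised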;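 note: 0% = beads with excess unlabeled GTP and 100% = no-compound control corrected for plate trend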
Mcl-1 Bim block – human Bim-Mcl-1 interaction inhibition; inhibition, % at 10 µM; Q07820; Bead-based flow cytometry, Bim peptide-Mcl-1 binding; 190,000 tested, 0.1% active; in the data active = inhibition above about 40%;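 note: 0% = no compound tracer wells and 100% = peptide blocker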
Target sequence (Q07820 whole entry, looked up): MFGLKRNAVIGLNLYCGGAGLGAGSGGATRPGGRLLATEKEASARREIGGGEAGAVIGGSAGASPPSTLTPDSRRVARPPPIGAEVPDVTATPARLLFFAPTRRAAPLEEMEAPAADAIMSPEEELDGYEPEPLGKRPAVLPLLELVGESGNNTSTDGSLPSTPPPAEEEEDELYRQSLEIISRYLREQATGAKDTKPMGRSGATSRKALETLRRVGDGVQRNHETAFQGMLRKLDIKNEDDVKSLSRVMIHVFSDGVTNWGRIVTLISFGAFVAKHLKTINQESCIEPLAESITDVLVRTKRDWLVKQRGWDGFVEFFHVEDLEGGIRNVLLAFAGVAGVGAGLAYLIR
Rac1 mut GTP – alters GTP binding to activated mutant human Rac1; 190,000 tested, 0.11% active; percent activity (GTP binding), % at 10 µM; GST-Rac1 activated beads, fluorescent GTP binding, flow cytometry; actives lie on both sides; 100% means binding = to untreated wells; P63000;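 active = GTP binding at least 20 percentage points away from the 100% baseline, in either direction, so actives lie on both sides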
Cdc42 wt GTP – human Cdc42 wildtype GTP binding change, either direction | P60953 | AID 761 | percent activity (GTP binding), % at 10 µM | GST-Cdc42 beads, Bodipy-GTP binding, flow cytometry; actives lie on both sides | 190,000 tested, 0.2% active;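 active = percent activity GTP binding at least 20 points away from the 100% baseline, either down as inhibitor or up as activator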;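 note: median bead fluorescence of bound Bodipy-FL-GTP at 100 nM; 0% = excess unlabeled GTP control and 100% = no compound control; below 100% means less GTP binding so inhibitor and above means activator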
Target sequence (P60953 whole entry, looked up): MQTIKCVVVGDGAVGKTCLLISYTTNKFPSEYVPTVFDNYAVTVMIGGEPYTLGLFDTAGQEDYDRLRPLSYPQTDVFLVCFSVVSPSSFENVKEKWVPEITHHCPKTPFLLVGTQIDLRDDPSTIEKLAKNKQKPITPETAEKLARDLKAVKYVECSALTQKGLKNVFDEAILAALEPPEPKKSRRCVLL
Rab7 wt modul – alters GTP binding to wildtype dog Rab7; GST-Rab7 beads, fluorescent GTP binding, flow cytometry; actives lie on both sides; untreated = 100%, excess cold GTP = 0%; GTP binding activity (percent of control), % at 10 µM; 190,000 tested, 0.055% active; AID 758;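 active = fluorescent GTP binding to Rab7 beads changed by at least 20 points from the 100% baseline, either direction, mostly lower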;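 note: median green fluorescence of bound Bodipy-FL-GTP per Rab7 bead population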
Pf gametocyte – kills late stage P. falciparum gametocytes. P. falciparum stage V gametocytes, ATP luminescence, 24 h. inhibition, % at 10.9 µM. 150,000 tested, 0.065% active;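 active = inhibition above the mean plus 3 SD of compounds within the control limits, set per campaign, cut at about 38% in these data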;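 note: 0% = DMSO wells and 100% = medium only without gametocytes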
Avidin bead fluor – compound fluoresces at 488/530 nm on avidin beads. compound fluorescence 488/530 nm, flow cytometry; active compounds read high. fluorescence (KMESF) at 10 µM. 220,000 tested, 0.38% active. AID 1775; in the data active = fluorescence above about 47; note: inactives centre near 10
Mcl1-Bid inh – Mcl-1/Bid interaction inhibition. Q07820. TR-FRET Mcl-1/Bid-Dy647 peptide binding, 1536-well. AID 1021. 220,000 tested, 0.97% active. inhibition, % at 21.7 µM;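 active = compounds that cut the binding signal by more than half at the single screening dose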;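 note: His-tagged Mcl-1 with europium anti-His antibody binding Bid BH3 peptide; 0% = Mcl-1 plus peptide wells and 100% = peptide-only wells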
Mcl1-Noxa inh – disrupts binding of human Mcl-1 to Noxa peptide; TR-FRET Mcl-1/Noxa peptide binding, 2 h; inhibition, % at 21.7 µM; 220,000 tested, 1.5% active; AID 1022;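 active = compounds that cut the protein-peptide binding signal by more than 50% relative to plate controls in a single-dose test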;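 note: His-tagged Mcl-1 with rhodamine Noxa BH3 peptide and terbium anti-His antibody; 0% = Mcl-1 plus Noxa peptide wells and 100% = peptide-only wells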
HRas wt GTP bind – modulators of GTP binding to human HRas wildtype; P01112; GST-Ras wt beads, Bodipy-FL-GTP binding, flow cytometry; actives lie on both sides; GTP binding activity, % at 10 µM; 190,000 tested, 0.14% active;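 active = GTP binding activity at least 20% away from the 100% baseline, either lowered as inhibitor or raised as activator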;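 note: 0% = unlabeled GTP competition control and 100% = no-compound control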
Target sequence (P01112 whole entry, looked up): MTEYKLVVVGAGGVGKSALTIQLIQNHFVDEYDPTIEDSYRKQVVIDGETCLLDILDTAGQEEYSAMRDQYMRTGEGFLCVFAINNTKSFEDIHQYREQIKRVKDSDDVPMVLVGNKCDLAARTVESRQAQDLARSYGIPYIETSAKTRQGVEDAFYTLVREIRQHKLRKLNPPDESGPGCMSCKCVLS
The depositor's hits bear a star; · = no result given.

Results follow in this order: Rac1 wt GTP bind	Rab2 wt GTP	Mcl-1 Bim block	Rac1 mut GTP	Cdc42 wt GTP	Rab7 wt modul	Pf gametocyte	Avidin bead fluor	Mcl1-Bid inh	Mcl1-Noxa inh	HRas wt GTP bind
> CC1CN(C(=O)Cn2cnc3c2c(=O)n(C)c(=O)n3C)CC(C)O1 (configuration not stated)
  105	103	-1	102	103	105	-29	8	-17	26	103
> N#Cc1c(NC(=O)CCC(=O)O)sc2c1CCCC2
  102	97	2	99	99	98	·	7	-3	5	99
> COCCn1c(CN2CCN(c3ccc(OC)cc3)CC2)nc2c1c(=O)n(C)c(=O)n2C
  101	100	-4	97	99	104	5	14	-17	0	100
> CCCC(=O)NC(Nc1cc(C(F)(F)F)ccc1Cl)C(Cl)(Cl)Cl (configuration not stated)
  99	98	-2	96	97	102	·	12	-4	0	99
> Cc1nnc(SCC(=O)Nc2cccc(S(=O)(=O)N(C)c3ccccc3)c2)s1
  105	100	9	100	101	98	-15	22	-24	4	99
> COc1ccc(N2C(=O)CCC(C(=O)N3CCC(C(N)=O)CC3)C2c2ccc(F)cc2)cc1 (configuration not stated)
  105	106	0	101	103	103	·	15	-9	9	105
> Cc1sc2nc(SCC(=O)c3cc(C)n(CC4CCCO4)c3C)n(C(C)C)c(=O)c2c1C (configuration not stated)
  103	106	1	99	105	106	·	10	-82	2	103
> N#Cc1c(-c2ccccc2)nc2n(-c3ccccc3)nc(C(=O)Nc3ccccc3)n2c1=O
  110	102	-1	102	104	104	·	14	-10	-14	104
> C=CCn1c(SCc2nc3c(c(=O)[nH]c(=O)n3CCCC)n2CCC)nnc1-c1ccccc1
  94	96	0	95	92	92	·	18	-26	6	97
> COc1ccc(NC(=O)N/C=C/c2ccccc2)cc1
  99	99	0	95	100	102	0	21	-19	-6	98

Results follow in this order: Rac1 wt GTP bind	Rab2 wt GTP	Mcl-1 Bim block	Rac1 mut GTP	Cdc42 wt GTP	Rab7 wt modul	Pf gametocyte	Avidin bead fluor	Mcl1-Bid inh	Mcl1-Noxa inh	HRas wt GTP bind
> CCCCOc1ccc(CN(C)c2ncnc(N)n2)cc1
  107	100	-4	100	102	98	6	18	-7	5	99
> O=C(CSc1nc2ccccc2[nH]1)Nc1ccc(F)cc1
  102	100	2	99	101	100	·	6	-10	1	99
> COc1ccc(C(=O)/C(=C\c2sccc2C)c2nc3ccccc3o2)cc1
  105	100	-5	99	102	97	·	6	9	2	100
> COc1ccccc1N1CCN(C(=O)c2cccc(Oc3ccccc3)c2)CC1
  98	100	-2	97	98	106	2	9	-31	28	97
> Cc1[nH]c2ccc(-c3nnc(SCC(=O)N4CCCc5ccccc54)o3)cc2c1C
  98	97	0	95	100	98	30	26	-8	6	100
> O=C(/C=C/c1cccc([N+](=O)[O-])c1)c1cccs1
  104	99	-2	99	103	97	-96	6	10	13	101
> CCCCn1c(N)c(-c2nc3ccccc3s2)c2c([N+](=O)[O-])nn(C)c(=O)c21
  100	98	0	99	99	98	1	8	-2	10	98
> CCc1ccc(NC(=O)c2ccc(F)c(S(=O)(=O)NCC3COc4ccccc4O3)c2)cc1 (configuration not stated)
  105	99	-7	100	106	99	7	10	1	-4	100
> CCN(CC)Cc1c(O)ccc2c(=O)c(-c3ccc4c(c3)OCCO4)coc12
  104	100	-1	100	102	102	·	16	-25	0	101
> Cc1c(NS(C)(=O)=O)c(=O)n(-c2ccccc2)n1C
  110	103	3	100	103	105	·	5	-36	2	104

Results follow in this order: Rac1 wt GTP bind	Rab2 wt GTP	Mcl-1 Bim block	Rac1 mut GTP	Cdc42 wt GTP	Rab7 wt modul	Pf gametocyte	Avidin bead fluor	Mcl1-Bid inh	Mcl1-Noxa inh	HRas wt GTP bind
> CCNC(=O)NC(=O)COC(=O)CCc1nc(=O)c2ccccc2n1C
  100	97	-2	95	100	98	5	10	5	16	98
> CCOC(=O)Cc1csc(NC(=O)c2ccc3c(c2)OCO3)n1
  111	99	-2	98	99	103	-26	12	-29	-11	103
> CC(C)(C)n1ncc2c(=O)n(CC(=O)N3CCc4ccccc43)cnc21
  101	97	0	103	102	96	·	27	-7	-5	100
> COc1ccc(N(CC(O)CN2CCCCC2)S(=O)(=O)c2ccc(C)cc2)cc1 (configuration not stated)
  102	104	0	100	105	101	1	7	-28	0	104
> N#Cc1ccc(-c2ccc(F)cc2)nc1Oc1ccc(F)cc1
  102	98	-4	97	100	103	-24	10	-18	7	99
> Fc1ccccc1CSc1nc2ncc(Br)cc2[nH]1
  99	98	-5	99	98	95	18	2	-8	7	95
> C=CCNc1nc2ccccc2c(=O)[nH]1
  97	97	0	94	96	95	-5	10	-15	2	97
> CCOC(=O)c1c(CNc2ccncc2)n(C)c2cc(Br)c(O)cc12
  97	95	0	96	97	94	-29	18	-32	18	93
> CCN1CCN(c2ccc(NC(=O)c3ccc(F)cc3)cc2Cl)CC1
  100	97	-3	97	96	94	·	8	-6	17	98
> CC(Sc1nc(-c2ccc(F)cc2)cs1)C(=O)Nc1ccc(Cl)cn1 (configuration not stated)
  105	98	-1	100	104	98	·	14	-12	8	98

Results follow in this order: Rac1 wt GTP bind	Rab2 wt GTP	Mcl-1 Bim block	Rac1 mut GTP	Cdc42 wt GTP	Rab7 wt modul	Pf gametocyte	Avidin bead fluor	Mcl1-Bid inh	Mcl1-Noxa inh	HRas wt GTP bind
> CCNC(=O)CCSc1nc(C)cc(C)n1
  104	101	-6	97	101	106	·	20	-30	9	102
> O=c1c(S(=O)(=O)c2ccc(Cl)cc2)cn(Cc2ccccc2)c2ccc(F)cc12
  98	95	-3	97	99	97	4	15	-8	-26	96
> Cc1noc(C)c1COC(=O)CCC(=O)c1ccc(F)cc1
  106	102	-2	100	103	101	7	32	1	-9	102
> C/C(=N\NC(=O)C(=O)Nc1cccc(Cl)c1)c1ccncc1
  107	99	1	101	99	99	18	12	-5	-1	101
> COc1ccc(C)cc1S(=O)(=O)Nc1cccc(SC)c1
  99	99	-1	99	98	101	·	6	-18	4	101
> Cc1ccc(NC(=O)c2cc(S(=O)(=O)NCCc3ccccc3)ccc2F)cc1Cl
  100	94	-4	95	102	97	8	10	-10	-5	97
> Clc1cccc(OCCN2CCN(CCOc3cccc(Cl)c3)CC2)c1
  100	97	0	98	97	99	-2	8	17	16	97
> CCOC(=O)C1=C(C)NC2=C(C(=O)CCC2)C1c1cccs1 (configuration not stated)
  101	100	0	100	101	102	·	7	-77	-13	101
> COc1ccc(N(CC(=O)NC(C)C)S(=O)(=O)c2ccc(NC(C)=O)cc2)cc1
  103	99	-1	99	101	98	-8	34	6	19	99
> COc1ccc(NC(=O)/C(Cl)=C(/Cl)S(=O)Cc2ccccc2Cl)cn1 (configuration not stated)
  102	94	0	101	99	94	·	7	23	14	91

Ordered by number of heavy atoms (highest first): some entries from above
Results follow in this order: Rac1 wt GTP bind	Rab2 wt GTP	Mcl-1 Bim block	Rac1 mut GTP	Cdc42 wt GTP	Rab7 wt modul	Pf gametocyte	Avidin bead fluor	Mcl1-Bid inh	Mcl1-Noxa inh	HRas wt GTP bind
> COc1ccc(N(CC(=O)NC(C)C)S(=O)(=O)c2ccc(NC(C)=O)cc2)cc1
  103	99	-1	99	101	98	-8	34	6	19	99
> COc1ccc(NC(=O)/C(Cl)=C(/Cl)S(=O)Cc2ccccc2Cl)cn1 (configuration not stated)
  102	94	0	101	99	94	·	7	23	14	91
> CCOC(=O)C1=C(C)NC2=C(C(=O)CCC2)C1c1cccs1 (configuration not stated)
  101	100	0	100	101	102	·	7	-77	-13	101

(next part)
Results follow in this order: Rac1 wt GTP bind	Rab2 wt GTP	Mcl-1 Bim block	Rac1 mut GTP	Cdc42 wt GTP	Rab7 wt modul	Pf gametocyte	Avidin bead fluor	Mcl1-Bid inh	Mcl1-Noxa inh	HRas wt GTP bind
> Cc1nc2sccn2c(=O)c1Cl
  96	96	1	95	99	94	-12	13	-27	-2	100
> CC(C)CN(CCC(=O)O)CC(C)C
  102	99	0	100	101	97	-10	8	10	11	99
> S=c1[nH]ncn2c1cc1oc3ccccc3c12
  97	96	0	95	108	108	·	9	-34	15	99
> CCS(=O)(=O)NCC(c1cccnc1)N1CCN(c2ccc(F)cc2)CC1 (configuration not stated)
  106	103	9	100	103	103	·	12	1	21	103
> Cc1cc(C(=O)N2CCOCC2)n(-c2ccccc2)n1
  104	97	0	100	101	95	·	8	51*	20	99
> Cc1nn(CC(=O)Nc2nnc(C(C)C)s2)c(=O)c2ccccc12
  91	86	2	87	90	90	·	7	9	-8	89
> O=C(CSc1nnc(Cc2ccccc2)o1)N1CCCC1
  100	97	-1	98	99	99	8	9	-55	-2	97
> C/C(=N\NC(=O)C(C)Nc1cccc(Cl)c1)c1ccc([N+](=O)[O-])cc1 (configuration not stated)
  106	97	-2	98	99	100	18	3	3	7	98
> COc1cc(/C=N/n2cnnc2)ccc1OCc1ccc(C)cc1
  105	102	-4	99	99	103	·	34	-7	22	102
> S=C(NCc1ccco1)Nc1ccc(Cl)cc1Cl
  102	98	-1	97	100	100	10	13	-9	2	101

Of the compounds above, three have a nitro group on carbon:
Results follow in this order: Rac1 wt GTP bind	Rab2 wt GTP	Mcl-1 Bim block	Rac1 mut GTP	Cdc42 wt GTP	Rab7 wt modul	Pf gametocyte	Avidin bead fluor	Mcl1-Bid inh	Mcl1-Noxa inh	HRas wt GTP bind
> O=C(/C=C/c1cccc([N+](=O)[O-])c1)c1cccs1
  104	99	-2	99	103	97	-96	6	10	13	101
> CCCCn1c(N)c(-c2nc3ccccc3s2)c2c([N+](=O)[O-])nn(C)c(=O)c21
  100	98	0	99	99	98	1	8	-2	10	98
> C/C(=N\NC(=O)C(C)Nc1cccc(Cl)c1)c1ccc([N+](=O)[O-])cc1 (configuration not stated)
  106	97	-2	98	99	100	18	3	3	7	98

New compounds follow.
Results follow in this order: Rac1 wt GTP bind	Rab2 wt GTP	Mcl-1 Bim block	Rac1 mut GTP	Cdc42 wt GTP	Rab7 wt modul	Pf gametocyte	Avidin bead fluor	Mcl1-Bid inh	Mcl1-Noxa inh	HRas wt GTP bind
> Nc1ccn(Cc2ccccc2F)n1
  97	97	-1	95	94	93	-21	11	-9	-3	94
> NC(=O)CN(N=Nc1cccc([N+](=O)[O-])c1)c1cccc([N+](=O)[O-])c1
  99	96	-2	94	98	102	0	13	-5	12	95
> O=C(Nn1c(Cc2ccccc2)nc2ccccc2c1=O)c1c(O)c2cccc3c2n(c1=O)CCC3
  89	88	0	87	89	93	5	9	-10	-39	90
> CCOc1ccc(Nc2ncnc3c2cnn3-c2ccccc2)cc1
  103	99	0	100	103	99	·	7	-3	-6	99
> CC1CN(Cc2ccc(Cl)cc2Cl)CC(C)O1 (configuration not stated)
  104	104	7	101	105	101	·	12	25	15	105
> CC(C)Nc1nc(Cl)nc(NNC(=O)C(C)Oc2ccccc2)n1 (configuration not stated)
  106	102	17	102	103	104	28	9	-10	6	102
> CSc1ccc(-c2nnn(Cc3ccc(C)cc3)n2)cc1
  102	95	0	95	99	99	·	10	-33	3	98
